ATXN2 expr inh = Primary qHTS for Inhibitors of ATXN expression. Potency, µM (highest dose often 57 µM), inactives show top-dose activity change, negative = inhibition, most hits filed as inhibitors. hit rate 0.72% among 360,000. HEK-293 ATXN2-luciferase reporter, luminescence, 24 h; also: potency is read from the fitted curve at half-maximal effect; % is scaled to controls: 0 for no effect and ±100 for the full control effect; nearly all actives have a fitted effect of over 55% in size
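ATXN2-luciferase reporter cells (luciferase flanked by upstream and downstream ATXN2 gene portions) were treated 24 h at 37 °C with compounds at up to 57 uM. SteadyGlo luminescence gave expression; GF-AFC fluorescence gave viability.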
ATXN viability = Viability Counterscreen for Primary qHTS for Inhibitors of ATXN expression | S2 cells (HEK-293 line with an ATXN2-luciferase reporter) viability, CellTiter-Fluor protease fluorescence, 24 h | Potency, µM (series often up to 56.7 µM), most hits filed as cytotoxic | hit rate 0.49% among 400,000 | AID 651635, 2014; also: potency is read from the fitted curve at half-maximal effect; nearly all actives have a fitted effect of over 40% in size
HepG2 tox = qHTS for Inhibitors of TGF-b: Cytotox Counterscreen. HepG2 CAGA-GFP viability, ATP luminescence, 18 h. Potency, µM (top dose mostly 46.1 µM), for inactives: at the highest dose activity change, negative = cytotoxicity, most hits filed as cytotoxic. hit rate 0.76% among 410,000. AID 588856, 2011; also: potency is read from the fitted curve at half-maximal effect; some results filed as inactive show a strong effect at the top dose
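CellTiter-Glo luminescence gave cytotoxicity after 18 hours at 37 degrees C. The cells were HepG2 CAGA-GFP in 1% FBS DMEM, stimulated with 500 pg/mL TGF-beta after compound addition. %Activity was normalised to no-cell wells (complete cell-killing) and DMSO (no toxicity), and curves were fitted and classified.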
A549 viability = Nrf2 qHTS screen for inhibitors: counterscreen for cytotoxicity. AID 504648, 2011. A549 ARE-Fluc cells, CellTiter-Fluor viability, 18-24 h. hit rate 0.16% among 390,000. Potency, µM (highest dose often 46 µM), for the others: at the highest dose activity change, negative = cytotoxicity, actives largely listed as inhibitors; also: potency is read from the fitted curve at half-maximal effect; % is scaled to controls: 0 for no effect and ±100 for the full control effect
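Cytotoxicity counterscreen: CellTiter-Fluor fluorescence was measured in A549 ARE_Fluc cells after 18-24 h of compound exposure in a concentration series. The subsequent BugLite luminescent read reports ARE-luciferase activity.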
Nrf2 block = Nrf2 qHTS screen for inhibitors. A549 ARE-Fluc reporter, luciferase luminescence, 18-24 h. Potency, µM (doses to about 46 µM), inactives show at the highest dose activity change, negative = inhibition, usual class: inhibitors. hit rate 2.1% among 360,000; also: potency is read from the fitted curve at half-maximal effect; % is scaled to controls: 0 for no effect and ±100 for the full control effect; nearly all actives have a fitted effect of over 60% in size
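Nrf2 function is reported as luminescence of an ARE-controlled luciferase in A549 cells. Compounds were tested at several concentrations, and a CellTiter-Fluor read on the same wells flagged cytotoxicity.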
IL-1B inflam inh = qHTS for Inhibitors of Inflammasome Signaling: IL-1-beta AlphaLISA Primary Screen; AID 743279, 2014; activity change, % at 57.5 µM; hit rate 4.7% among 360,000; THP-1 LPS/ATP IL-1B secretion, AlphaLISA, 16 h; active compounds read low; in the data active = activity change below about -50%; inconclusive = mostly about -30% to -49%; also: % is scaled to controls: 0 for no effect and ±100 for the full control effect
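Secreted IL-1B measured by AlphaLISA bead assay after 16 h compound exposure of THP-1 cells; compounds (final up to 57.5 uM) added 1 h before LPS (250 ng/mL) and ATP (1.25 mM) stimulation; lower signal means less secretion.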
Nrf2 ARE act = qHTS of Nrf2 Activators; Potency, µM (highest dose often 46.1 µM), inactives show at the top dose activation, usual class: activators; AID 624171, 2012; AREc32 ARE-luciferase reporter (MCF7-derived line), luminescence, 24 h; hit rate 0.31% among 410,000; also: potency is read from the fitted curve at half-maximal effect; % of control where 0% means no effect; nearly all actives have a fitted effect of over 65% in size
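Steps: seed AREc32_Fluc cells (1000/well, 5% FBS OPTI-MEM); incubate overnight at 37 deg C; add 23 nL compound; incubate 24 hr; add Steady-Glo; hold 30 min RT; read luminescence.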
MCF10A rerep = A quantitative high throughput screen for small molecules that induce DNA re-replication in MCF 10a normal breast cells; Potency, µM (series often up to 46.1 µM), without a hit: top-dose activity, positive = re-replication, usual class: activators; AID 624296, 2012; hit rate 2.9% among 350,000; MCF 10A DNA re-replication, Hoechst nuclear intensity, 48 h; also: potency is read from the fitted curve at half-maximal effect; % of control where 0% means no effect; nearly all actives have a fitted effect of over 50% in size
TGFb SMAD3 inh = qHTS for Inhibitors of TGF-b; HepG2 CAGA-GFP TGF-b/SMAD3 reporter, GFP fluorescence, 18 h; TGF-beta stimulated, 500 pg/mL final; Potency, µM (highest dose often 46.1 µM), without a hit: at the top dose activity, negative = inhibition, usual class: inhibitors; hit rate 1.2% among 410,000; AID 588855, 2011; also: potency is read from the fitted curve at half-maximal effect; % is scaled to controls: 0 for no effect and ±100 for the full control effect; nearly all actives have a fitted effect of over 65% in size
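Per well, imaged GFP fluorescence of HEPG2 CAGA-GFP cells gives the signal; cells get compound, then TGF-beta (500 pg/mL final), 18 h at 37 degrees C; %Activity versus -TGF-beta and +DMSO controls.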
* = called active by the depositor; i = inactive; ? = inconclusive; nt = no result given; & = joins results of further samples; [ ] = remark or other dose. Unless noted, calls follow the shape of the dose curve; as a rule, active = well fitted curve in the direction sought with a large enough effect; inconclusive = small, poorly fitted or top-dose-only effect, or another doubt; inactive = no such curve, though single readings can be large; an effect the other way counts as inactive or inconclusive.

Order of results – ATXN2 expr inh | ATXN viability | HepG2 tox | A549 viability | Nrf2 block | IL-1B inflam inh | Nrf2 ARE act | MCF10A rerep | TGFb SMAD3 inh
Cc1ccc(C(OCC(C)(C)C[N+](C)(C)C)c2ccccc2)cc1 (stereo not given)
→ 1% | i | 5% | -7% | -2% | -52* | -0.4% | 7% | 10%
O=[N+]([O-])c1ccc2nc(NN=Cc3ccc(O)cc3)sc2c1
→ -17% | i | -13% | -26% | -5% | -96* | 17% | 9.2µM* | -17%
O=C(Nc1cccc(S(=O)(=O)NC2=NCCC2)c1)c1ccc(C(F)(F)F)cc1
→ -5% | i | -40% | -2% | 18µM* | -9 | 3.0% | 15% | 0%
CC1(C(=O)NS(=O)(=O)c2cccc(C#N)c2)CCN1C(=O)C1(c2ccccc2)CC1 (stereo not given)
→ -1% | i | 10% | nt | nt | 19 | -0.2% | nt | -27%
CC1=CCC2C(=O)N(Cc3ccccc3)C(=O)C2C1 (stereo not given)
→ -3% | i | 0% | -1% | 2% | 8 | 0.1% | 4% | -4%
COc1ccc(CCNc2nc(SCc3cccc(Cl)c3)nc3ccccc23)cc1OC
→ nt | nt | -31% | -13% | nt | nt | 0.9% | nt | 0%
COc1ccc(C)cc1NC(=O)c1nnn(Cc2cc(C)ccc2C)c1N
→ -24% | ? | -12% | 9% | -36% | 49 | -0.9% | 1% | 3%
O=C(OCc1ccc(COC(=O)c2ccc(O)cc2)cc1)c1ccc(O)cc1
→ 1% | i | 7% | -8% | -16% | 1 | 0.8% | 14% | -24%
CN(C)C(=O)CSc1nnc([C@H](Cc2c[nH]c3ccccc23)NC(=O)OC(C)(C)C)o1
→ 0% | i | -6% | 24% | 21% | 25 | 0.0% | -5% | 0%
Cn1c(=O)c(N)c2c3c(c(Br)ccc31)C(=O)c1ccccc1-2
→ nt | ? | -49% | -3% | 0% | -16 | 3.1% | 21% | -2%
Cn1c(-c2ccc(C(=O)c3ccccc3)s2)nc2ccccc21
→ 16% | i | -5% | -5% | 5% | -13 | 2.6% | 9% | 21%
COc1ccc(-c2nnc(SCC(=O)Nc3cc(C)on3)n2C)cc1OC
→ 5% | i | 9% | 2% | 11% | 17 | 0.4% | -2% | -1%
Cc1nc(N=Nc2ccc(O)cc2)n[nH]1
→ nt | i | -60% | -13% | -21% | 6 | 0.6% | 2% | -27%
Cc1[nH]c2ccccc2c1C(=O)CN1CCN(C/C=C/c2ccccc2)CC1
→ -26% | i | -11% | -18% | -6% | ? | -0.9% | ? | -6%
CC1CCCCC1NC(=O)Cn1nc(-c2ccccc2)ccc1=O (stereo not given)
→ -2% | i | -3% | 0% | 3% | 15 | -0.6% | 3% | -8%

Reprinted at random: two entries already listed
Order of results – ATXN2 expr inh | ATXN viability | HepG2 tox | A549 viability | Nrf2 block | IL-1B inflam inh | Nrf2 ARE act | MCF10A rerep | TGFb SMAD3 inh
Cc1[nH]c2ccccc2c1C(=O)CN1CCN(C/C=C/c2ccccc2)CC1
→ -26% | i | -11% | -18% | -6% | ? | -0.9% | ? | -6%
COc1ccc(CCNc2nc(SCc3cccc(Cl)c3)nc3ccccc23)cc1OC
→ nt | nt | -31% | -13% | nt | nt | 0.9% | nt | 0%

Additional compounds follow:
Order of results – ATXN2 expr inh | ATXN viability | HepG2 tox | A549 viability | Nrf2 block | IL-1B inflam inh | Nrf2 ARE act | MCF10A rerep | TGFb SMAD3 inh
CC(=O)Nc1ccc(Oc2ccc3nc(C)[nH]c3c2)cc1
→ -17% | i | 8% | 2% | nt | 53 | -0.7% | 4% | ?
Cc1ccc(C)c(S(=O)(=O)N2C(=S)NC(=O)C2C(C)C)c1 (stereo not given)
→ -1% | i | 1% | 3% | nt | 6 | -0.8% | ? | -15%
CCC1CCC(C(=O)NC(C(=O)Nc2ccc3c(c2)OCCO3)C(C)C)CC1 (stereo not given)
→ 28% | i | 2% | -4% | ? | -7 | 0.4% | 3% | 23%
Cc1ccc(S(=O)(=O)NCc2ccc(C(=O)N3CCN(c4ccccc4)CC3)cc2)cc1
→ -29% | i | -13% | -5% | 23µM* | -23 | -0.2% | 15% | 0%
c1ccc(CNc2nc(NCCOc3ccccc3)c3sccc3n2)cc1
→ 28µM* | nt | 11µM* | nt | nt | nt | 0.6% | nt | ?
Nc1ccc2oc(-c3cc(Br)ccc3Cl)nc2c1
→ 10% | ? | -6% | 0% | nt | -16 | 8.4% | ? | ?
CCc1ccc(CN2CCC(N3CCC(C(=O)N4CCCC4)CC3)CC2)o1
→ -3% | i | 3% | 0% | 16% | 8 | -0.2% | 1% | 12%
O=C(c1nc2ncccn2n1)N1CCN(c2ccccc2)CC1
→ -10% | i | 18% | 1% | 14% | 31 | -0.6% | 0% | -17%
C=CCNC(=O)Nc1ccc(Br)cc1Cl
→ nt | ? | 0% | -4% | ? | -2 | 2.5% | 1% | -11%
COC(=O)c1c(C)oc2ccc(N(C(=O)Oc3ccccc3)S(=O)(=O)c3ccc(C(C)(C)C)cc3)cc12
→ nt | nt | -3% | -2% | 2.3µM* | nt | -0.3% | nt | -23%
Cc1cc([N+](=O)[O-])nn1CCCC(=O)NCc1ccccc1
→ -3% | i | 3% | 2% | ? | -9 | 0.5% | 30% | -8%
CN(C)S(=O)(=O)c1cccc(NC(=O)c2ccc(N3CCCC3=O)cc2)c1
→ -12% | i | -13% | 1% | -18% | 7 | -0.5% | 2% | -5%
COC(=O)c1cc(NS(=O)(=O)c2cccc(Cl)c2)ccc1N1CCOCC1
→ nt | ? | -10% | -7% | ? | 0 | -0.2% | -2% | -3%
CCOc1c(CNCCSc2nnnn2C)cccc1OC
→ -1% | i | 4% | -12% | 1% | nt | -1.2% | nt | -1%
COc1cccc(C2c3[nH]c4ccccc4c3C[C@H]3C(=O)N(C)CC(=O)N23)c1 (stereo not given in full)
→ 10% | i | 2% | 1% | ? | -18 | 0.6% | -6% | -12%

New compounds follow.
SMILES,ATXN2 expr inh,ATXN viability,HepG2 tox,A549 viability,Nrf2 block,IL-1B inflam inh,Nrf2 ARE act,MCF10A rerep,TGFb SMAD3 inh
CC(C)C(=O)Nc1ccc([N+](=O)[O-])cc1Br,7%,i,6%,0%,-3%,-4,-0.1%,-1%,0%
Cc1nn(C(C)C(=O)NCc2cccc(F)c2)c(=O)c2c1sc1ccccc12 (stereo not given),nt,nt,-9%,-14%,-18%,nt,0.5%,nt,24%
O=C(NC(n1ccc(=O)[nH]c1=O)C(Cl)(Cl)Cl)C12CC3CC(CC(C3)C1)C2 (stereo not given),-9%,?,-4%,-2%,11%,-22,0.8%,0%,-21%
O=c1o[nH]c(-c2ccccc2)c1-c1ccccc1,-5%,i,-35%,6%,-3%,23,-0.4%,0%,0%
COCCNC(=O)CCSc1nc(-c2ccc(OC)cc2)cc(C(F)(F)F)n1,-23%&-5%,i,-15%&-1%,6%&8%,-14%&-3%,-8,0.3%&-0.8%,0%,0%&-7%
Cc1ccccc1OCCN1C(=O)c2ccccc2C1=O,38%,i,0%,2%,?,27,4.2%,-1%,-15%
CC(C)CC(=O)N=C1SC2CS(=O)(=O)CC2N1Cc1ccccc1 (stereo not given),-28%[11.3 µM],i,-14%,1%,-3%,7,0.1%,0%,1%
Cc1ccc(S(=O)(=O)N2CCCOC2CNC(=O)C(=O)NCCc2ccco2)cc1 (stereo not given),nt,i,47%,nt,nt,-4,-0.4%,nt,27%
Cn1c2ccc(CC(=O)O)cc2c2cc(CC(=O)O)ccc21,2%,i,-2%,2%,0%,41,0.3%,-4%,1%
COc1ccccc1CC(=O)NNC(=O)c1ccco1,-1%,i,20%,1%,0%,6,-0.8%,3%,9%
CCCCN(C(=O)c1cc2ccccc2o1)c1c(N)n(CCC)c(=O)[nH]c1=O,-26%[11.3 µM],i,-17%,1%,18%,-2,-0.5%,-4%,-2%
CC1(C)CC(=O)C(N=Nc2cc3c(cc2[N+](=O)[O-])OCCO3)=C(O)C1,nt,i,-19%,-9%,0%,47,-0.1%,0%,?
Fc1ccc(-c2cc(C(F)(F)F)nc(NCC3CCCO3)n2)cc1 (stereo not given),-14%,i,-4%,5%,-18%,-20,0.0%,2%,8%
COc1ccc(S(=O)(=O)N2CCN(C3CC4CCC3C4)CC2)cc1 (stereo not given),-10%,i,0%,1%,4%,?,0.1%,?,0%

Part of the list above in order of heavy-atom count, low to high:
SMILES,ATXN2 expr inh,ATXN viability,HepG2 tox,A549 viability,Nrf2 block,IL-1B inflam inh,Nrf2 ARE act,MCF10A rerep,TGFb SMAD3 inh
Cc1cc([N+](=O)[O-])nn1CCCC(=O)NCc1ccccc1,-3%,i,3%,2%,?,-9,0.5%,30%,-8%
COC(=O)c1cc(NS(=O)(=O)c2cccc(Cl)c2)ccc1N1CCOCC1,nt,?,-10%,-7%,?,0,-0.2%,-2%,-3%
CCCCN(C(=O)c1cc2ccccc2o1)c1c(N)n(CCC)c(=O)[nH]c1=O,-26%[11.3 µM],i,-17%,1%,18%,-2,-0.5%,-4%,-2%

Compound activity: PubChem, National Center for Advancing Translational Sciences (NCATS)

Rows are unselected. About 8.8% of those tested had a hit in this group.
